# Assay outcomes: PubChem, several laboratories
# Insulin prom inh = inhibitors of insulin promoter-driven GFP, primary screen, imaging, TRM-6 cells (human fetal islet line), eGFP reporter, cell count. 0.9% of 130,000 active. reporter expression induced with tamoxifen. inhibition, % at 2 µM;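 active = inhibition above the mean plus 3 SD, with well images judged a real hit on visual review, cut at about 60% in these data, passing the limit was not always enough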
# SDO1 yeast rescue = growth rescue of sdo1-depleted yeast, primary screen, S. cerevisiae, bone marrow failure model; S. cerevisiae sdo1-depleted JHY4D growth rescue, OD600 30 h; stronger effect = higher value; pdr5 snq2 efflux-pump mutant strain; z-score at 10 µM; 0.21% of 140,000 active;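 active = z-score above 3 at both the 24 hr and the 30 hr optical density reads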;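 also: z-score against mean and SD of all compound wells on the same plate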
# SDO1 yeast rescue Rescue 24 h = recorded beside SDO1 yeast rescue, whose call it bears; z-score; S. cerevisiae sdo1-depleted JHY4D growth rescue, OD600; measured here: growth rescue at 24 h;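 0 is the plate mean of compound wells and units are plate SD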
# Starred values were filed as active, the others as inactive; x = not tested or not shown; & = joins results of further samples; [ ] = dose if it differs, or a comment.
SMILES,Insulin prom inh,SDO1 yeast rescue,SDO1 yeast rescue Rescue 24 h
Cc1ccc(C(c2nnnn2C(C)(C)C)N2CCN(C3CCCC3)CC2)cc1 (configuration not stated),x,-0.34,-0.78
C#CCOCCOCCOCCNc1nc(N2CCN(C(=O)Cn3cc(CCO)nn3)CC2)nc(N2CCN(C(=O)[C@H]([C@@H](C)O)n3cc(CCCCN)nn3)CC2)n1,35.0,-0.09,0.31
Cc1cc(C)nc(-n2ncc3c2CCCC3=O)n1,-62.8,x,x
O=C(NCCN1CCOCC1)C1CC(=O)N(c2ccc(F)c(Cl)c2)C1 (configuration not stated),-92.6,-0.23,-0.56
Cc1nnc(SCC(=O)NC2CCCCC2)s1,0.0,x,x
O=C(COC(=O)c1ccc[nH]c1=O)NC1CCCCCCC1,-45.0,x,x
COc1ccc(S(=O)(=O)CCC(=O)NCCc2ccc(Cl)cc2)cc1,x,-1.12,-1.84
N=c1nc(-c2ccccc2)ccn1O,28.6,0.74,0.54
O=C(Nc1ncc(Cc2cccc(Cl)c2)s1)c1cccs1,23.1,-1.08,-0.79
O=C(NCc1ccc2c(c1)OCO2)C1CC(c2ccc(Cl)c(Cl)c2)=NO1 (configuration not stated),11.1,-1.08,-1.23
Cc1ccccc1Nc1c([N+](=O)[O-])ccc2c1=NC1(CCCCC1)N=2,18.2,-0.65,-0.64
COC(=O)c1cccc(Oc2nc(N3CCOCC3)nc(N3CCOCC3)n2)c1,20.9,x,x
Cc1nn2c(N3CCN(C4CCCC4)CC3)cc(C(C)(C)C)nc2c1-c1ccccc1,-73.3,-1.87,-1.06
O=C(CSc1nnc(Cc2ccccc2)o1)NCc1ccco1,-7.1,0.41,0.32
CN(Cc1cn(-c2ccccc2)nc1-c1ccc(F)cc1)C(=O)CCC(=O)O,29.6,-0.49,-1.15
O=C(Nc1ccc(-c2cn3ccsc3n2)cc1)C1CCCC1,15.2,3.4,2.07
Cc1cc(C)n(C(=O)CN2C(=O)COc3ccccc32)n1,32.1,-0.26,-0.83
Cc1c(CCOC(=O)C23CC4CC(CC(C4)C2)C3)sc[n+]1CC#N,14.3,x,x
Cc1ccc(S(=O)(=O)N2CCN(C3CCC(c4ccccc4)CC3)CC2)cc1 (configuration not stated),x,-1.63,-0.75
CC(=O)c1ccc(NC(=O)Nc2cccc(Cl)c2)cc1,-16.7,-0.46,-0.54
O=c1cc(Nc2ccc3c(c2)OCCO3)[nH]c(=O)n1-c1ccc(Br)cc1,9.5,-0.65,-1.02
COc1cc(C(C#N)N2N=C(c3ccccc3)CC2c2ccccc2)ccc1O (configuration not stated),26.7,-0.63,-0.53
CN(C)CCNC(=S)Nc1ccc(F)c(F)c1F,47.4,x,x
Cc1nnc(SCC(=O)N2c3ccccc3CC2C)s1 (configuration not stated),-208.3,1.2,1.14
O=C(/C=C/c1ccco1)NC(=S)Nc1ccccn1,30.6,0.82,1.58
COCCn1c(SCC(=O)Nc2cc(C(C)(C)C)nn2-c2ccccc2)nc2ccccc2c1=O,-10.3,2.04,3.21
Cc1ccc(/C=N/Nc2nc(N3CCCCC3)nc(N3CCCCC3)n2)o1,-33.3,x,x
CC1=C(C(=O)OCc2ccccc2)C(c2ccc(N(C)C)cc2)NC(=O)N1 (configuration not stated),-42.9,-0.34,-0.29
Cc1ccc(S(=O)(=O)N(C)C)cc1NC(=O)C(C)Sc1ccccc1 (configuration not stated),-50.0,x,x
C[N+]1(CC(=O)OCCCc2ccccc2)CCCC1,-18.4,2.93,3.91
CN(C)/C=N/c1c(C#N)cnn1-c1ccc(C(F)(F)F)cn1,x,0.14,-0.52
COc1ccccc1C(=O)Nc1cccc(-c2cn3ccsc3n2)c1,31.0,-1.22,-0.51
O=C(/C=C/c1ccccc1)Nc1nnc(-c2ccco2)o1,-57.9,x,x
COc1ccccc1OCc1nnc(SCCN2CCOCC2)o1,x,-0.72,0.29
O=C(CSc1nnc(COc2ccccc2Cl)o1)NC(=O)NC1CCCC1,6.5,-1.6,-0.72
CN(Cc1ccccc1)C(=O)CSc1nnc(-c2ccco2)n1-c1ccccc1,x,-0.42,0.07
COC(=O)c1sc(NC(=O)COc2ccc(OC)cc2)nc1C,-127.8,x,x
CCOc1ccccc1CNC(=O)c1c([N+](=O)[O-])c(C)nn1C,7.7,0.12,-0.94
Cn1c(=O)c2c(nc(CN3CCCCC3)n2CCCc2ccccc2)n(C)c1=O,44.2,x,x
CC(C)Oc1cccc(C(=O)Nc2ccc(N3CCN(S(C)(=O)=O)CC3)cc2)c1,-7.1,-1.3&-1.04,-1.09&-0.4
Cc1nnc(SCC(=O)Nc2ccc3c(c2)OCCO3)s1,25.8,0.39,-0.3
Cc1ccc2cc(CCNC(=O)c3ccco3)c(=O)[nH]c2c1,-146.7,1.46,1.87
COc1cc(C(C)=O)ccc1COc1ccc(C(=O)OC(C)C(=O)NC(N)=O)cc1OC (configuration not stated),8.8,0.27,-0.34
CCCCOc1ccc(C(C)NC(=O)CCS(=O)(=O)Cc2ccccc2F)cc1 (configuration not stated),-6.7,-0.16,-0.01
CCc1c(C)sc(NC(=S)NC(C)C2CCCO2)c1C(=O)OC (configuration not stated),5.3,x,x
COc1ccc(N=Cc2c(O)n(-c3cccc(C)n3)c(=O)c3ccccc23)cc1,-50.0,-1.23,-0.49
COCCNC(=O)Cn1c(=O)n(CCCCCC(=O)Nc2ccccc2)c(=O)c2sccc21,3.2,0.03,-0.6
O=C(NCc1ccccc1)C1CCCN(S(=O)(=O)c2cccs2)C1 (configuration not stated),-48.4,0.53,0.27
COCCn1nnnc1C(c1cccs1)N1CCN(c2cc(C)ccc2C)CC1 (configuration not stated),6.9,-0.39,0.89
Cc1ccc(C)c(OCCCC(=O)Nc2nccs2)c1,-10.7,9.99*,12.1*
COc1ccccc1C/C(N)=N/OC(=O)c1ccc2c(c1)OCO2,-60.0,x,x
CCOC(=O)N1CCN(C(=O)CS(=O)Cc2nc(-c3ccc(C)cc3)oc2C)CC1 (configuration not stated),x,-0.46,-0.99
CC(C)CN(CC(C)C)S(=O)(=O)N1CCC(C(=O)NC2CCCCCCC2)CC1,-25.8,-1.32,0.47
O=S(=O)(c1ccc(Oc2ccc(-c3nnco3)cc2)nc1)N1CCC(Cc2ccccc2)CC1,-10.0,-0.19,2.39
CCCCCNCc1cccn1C,20.7,2.49,2.19
CCOC(=O)c1c(CN2CCCCC2)n(C)c2ccc(OC)c(S(=O)(=O)c3ccccc3)c12,26.9,0.47,0.33
CCOCCCNS(=O)(=O)c1ccc(NC(=O)C2CC(=O)N(c3ccc(C)cc3)C2)cc1 (configuration not stated),-21.4,x,x
Clc1cccc(Cl)c1COc1ccccc1CNn1cnnc1,-12.5,x,x
CCCN1CCN(c2nc3c([nH]2)c(=N)ncn3CC(O)CO)CC1 (configuration not stated),27.6,-0.17,-0.4
C#CCSc1nc(N)c2c(n1)OC(N)=C(C#N)C2c1cccnc1 (configuration not stated),27.3,x,x

# The listing continues.
SMILES,Insulin prom inh,SDO1 yeast rescue,SDO1 yeast rescue Rescue 24 h
Cc1nn(-c2ccccc2)c(N)c1N=Nc1ccc(Cl)cc1,x,-1.1,-1.28
NC(N)=N/N=C/c1ccc(OS(=O)(=O)c2ccccc2)cc1,-28.6,x,x
O=C(O)CCCN1C(=O)c2ccc(C(=O)c3cccc([N+](=O)[O-])c3)cc2C1=O,0.0,x,x
O=C(CN(c1ccccc1)S(=O)(=O)c1ccccc1)N/N=C/c1ccco1,8.1,0.15,0.27
COc1ccc(C2CC(=O)c3sc(N)nc3C2)cc1 (configuration not stated),x,-0.56,-1.12
O=C(NCc1ccco1)C1Cc2ccccc2CN1C(=O)c1ccco1 (configuration not stated),35.7,x,x
CCc1ccc2[nH]c(=O)c(CN(CCN(C)C)C(=S)NCc3ccco3)cc2c1,-53.3,x,x
CCOC(=O)CSc1nc2c(sc(=S)n2-c2ccccc2OC)c(=O)n1Cc1ccco1,-23.7,-0.77,-0.4
O=C(c1ccc2c(c1)OCO2)N1CCCN(C(=O)c2ccc3c(c2)OCO3)CC1,25.0,0.59,0.61
O=c1cc(-c2ccc([N+](=O)[O-])cc2)nc2cc(-c3ccc(F)cc3)[nH]n12,x,0.27,0.48
Cn1nc(C(=O)N2CCc3ccccc3C2)c2ccccc2c1=O,-3.3,-0.95,-1.46
Cc1cc(C)cc(C(=O)OCC(=O)NCc2cccs2)c1,23.1,1.11,1.31
O=C(NCc1cccs1)C1CCCN1S(=O)(=O)c1ccccc1F (configuration not stated),x,0.84,2.37
COC(=O)c1[nH]c2cccc(OC)c2c1NC(=O)CN(C)CC1OCCO1,-25.7,1.05,1.16
O=C1N(CN2CCN(c3cccc(Cl)c3)CC2)c2ccccc2C12OCCCO2,-21.2,0.73,0.69

# Quoted at random: 7 records from the list
SMILES,Insulin prom inh,SDO1 yeast rescue,SDO1 yeast rescue Rescue 24 h
CN(Cc1cn(-c2ccccc2)nc1-c1ccc(F)cc1)C(=O)CCC(=O)O,29.6,-0.49,-1.15
O=C(Nc1ccc(-c2cn3ccsc3n2)cc1)C1CCCC1,15.2,3.4,2.07
COc1ccccc1OCc1nnc(SCCN2CCOCC2)o1,x,-0.72,0.29
NC(N)=N/N=C/c1ccc(OS(=O)(=O)c2ccccc2)cc1,-28.6,x,x
CN(C)/C=N/c1c(C#N)cnn1-c1ccc(C(F)(F)F)cn1,x,0.14,-0.52
O=C(O)CCCN1C(=O)c2ccc(C(=O)c3cccc([N+](=O)[O-])c3)cc2C1=O,0.0,x,x
O=C(NCCN1CCOCC1)C1CC(=O)N(c2ccc(F)c(Cl)c2)C1 (configuration not stated),-92.6,-0.23,-0.56

# (continued)
SMILES,Insulin prom inh,SDO1 yeast rescue,SDO1 yeast rescue Rescue 24 h
CCSc1ccc2nnc(-c3cccc(F)c3)n2n1,x,-1,-0.62
Cc1ccc2nc(NCCCN3CCOCC3)c(C=NCCCN3CCOCC3)c(=O)n2c1,18.4,1.36,0.65
OCc1cn(-c2ccccc2)nc1-c1ccc(-c2nn(-c3ccccc3)cc2CO)cc1,3.2,-0.98,0.73
COc1ccc(C2CC(c3c(-c4ccccc4)c4cc(Cl)ccc4[nH]c3=O)=NN2S(C)(=O)=O)cc1 (configuration not stated),-25.0,0.27,0.61
O=C(Oc1cccc(/C=N/Nc2nc(Nc3ccccc3)nc(N3CCOCC3)n2)c1)c1ccco1,-11.5,-1.54,-0.73
Cc1onc(-c2c(Cl)cccc2Cl)c1C(=O)NCc1cccs1,-38.7,0.74,1.39
O=C(c1cccc(C(F)(F)F)c1)N1CCCCCC1,-2.6,-0.31,-1.24
c1ccc(OCCSc2nnnn2-c2ccccc2)cc1,x,-1.22,-0.72
O=C(CC1CCCC1)Nc1nc2ccccc2[nH]1,x,-0.96,0.41
CCOC(=O)c1c(C)sc2c1N(C(C)=O)c1cc(Cl)ccc1S2,-15.4,-0.3,0.41
O=c1cc(N2CCOCC2)[nH]c(=O)n1C1CCCCC1,x,0.07,-0.82
O=C(NCCc1c[nH]c2ccccc12)C(F)(F)C(F)F,x,0.51,-0.15
COc1ccc(OCC(=O)NCCCN2CCOCC2)cc1,-19.4,0.69,0.26
COC(=O)c1cc2ccsc2n1Cc1ccccc1F,-100.0,-0.77,0
Cn1c(CCCOc2ccc(Cl)cc2Cl)nnc1SCC(=O)Nc1nccs1,-27.6,-0.61,-0.07

# As a short view, two of the compounds above.
SMILES,Insulin prom inh,SDO1 yeast rescue,SDO1 yeast rescue Rescue 24 h
Cc1ccc2nc(NCCCN3CCOCC3)c(C=NCCCN3CCOCC3)c(=O)n2c1,18.4,1.36,0.65
OCc1cn(-c2ccccc2)nc1-c1ccc(-c2nn(-c3ccccc3)cc2CO)cc1,3.2,-0.98,0.73

# Further entries:
SMILES,Insulin prom inh,SDO1 yeast rescue,SDO1 yeast rescue Rescue 24 h
CCc1ccc(NC(=S)N(CCN(C)C)C(C)c2ccncc2)cc1 (configuration not stated),-50.0,x,x
COc1ccc(NC(=O)CCS(=O)(=O)c2ccc3c(c2)CCCN3C(C)=O)cc1,53.3,0.93,1.11
Cc1ccccc1C(=O)N=c1sccn1C,-25.7,0.76,0.94
COC(=O)C1C2C=CC3(CN(C(C)C)C(=O)C13)O2 (configuration not stated),x,0.52,0.18
CSc1ccccc1NC(=S)Nc1ccccc1C(F)(F)F,-43.8,-0.03,0.06
CCn1cc(C(=O)O)c(=O)c2cc(S(=O)(=O)N(C)C)ccc21,55.6,2.05[14.9 µM],3.47
CCc1nnc(NC(=O)[C@@H](NC(=O)c2cccc(S(=O)(=O)N(CC)CC)c2)C(C)C)s1,5.7,0.62,0.23
O=[N+]([O-])c1ccc(CSc2ccc(-c3ccccn3)nn2)cc1,5.6,x,x
Nc1ncnc(N(c2ccccc2)C2CCCCC2)c1[N+](=O)[O-],x,-0.4,-0.41
COc1ccc(Nc2sc(C(=O)c3ccc(Cl)cc3)c(N)c2C(=O)Nc2ccccc2OC)cc1,16.2,-0.22,0.06
Cc1ccc(SCCCCN2C(=O)NC(C)(C)C2=O)cc1,-211.6,0.55,0.37
CCC(C)(C(=O)NC1CCCC1)N(C(=O)CNC(C)=O)c1ccccc1 (configuration not stated),x,0.01,-0.67
CC(=O)N1CC=CC1(CC(C)C)C(=O)NCCc1c[nH]c2ccccc12 (configuration not stated),-61.9,-0.12,-0.64
C1CCC(n2nnnc2CN2CCCC2)CC1,37.1,0,-0.32
CCOc1ccc(CC(=O)Nc2ccc(NC(=O)c3ccco3)cc2)cc1OCC,-100.0,x,x
COc1ccc(OC)c(-n2c(N)c(C(=O)NCC3CCCO3)c3nc4ccccc4nc32)c1 (configuration not stated),-33.3,0.37,0.71
Cc1ccc(Nc2ncccc2C(=O)NCc2cccs2)c(C)c1,-7.1,-1.77,-0.79

# Not all compounds are listed; count on the stated rates, not on these rows.
